GPT2 inh – inhibitors of human GPT2 alanine aminotransferase | hit rate 0.25% among 100,000 | Recombinant GPT2, coupled pyruvate oxidase/HRP Amplex Red fluorescence | Q8TD30 | Potency, µM (doses to about 57.7 µM), for inactives: at the highest dose activity change, negative = inhibition, usual class: inhibitors; further: potency means the concentration at half of the fitted maximal effect; nearly all actives have a fitted effect of over 60% in size; many of its hits are not listed in these tables
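Recombinant GPT2 (10ng/uL) with 250uM a-KG and 2mM L-alanine, 30 min at room temperature, in HEPES pH 7.5 buffer. Pyruvate detected by pyruvate oxidase/HRP/Amplex Red fluorescence after 30 min in the dark; AOA (50uM) as positive control.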
Luciferase inh – inhibitors of firefly (Photinus pyralis) luciferase; purified P. pyralis luciferase, luminescence, biochemical; AID 1347043; Potency, µM (doses to about 115 µM), for the others: top-dose activity change, negative = inhibition, actives largely listed as inhibitors; hit rate 2.5% among 76,000; P08659; further: potency means the concentration at half of the fitted maximal effect; nearly all actives have a fitted effect of over 65% in size
Target sequence (P08659 whole entry, looked up): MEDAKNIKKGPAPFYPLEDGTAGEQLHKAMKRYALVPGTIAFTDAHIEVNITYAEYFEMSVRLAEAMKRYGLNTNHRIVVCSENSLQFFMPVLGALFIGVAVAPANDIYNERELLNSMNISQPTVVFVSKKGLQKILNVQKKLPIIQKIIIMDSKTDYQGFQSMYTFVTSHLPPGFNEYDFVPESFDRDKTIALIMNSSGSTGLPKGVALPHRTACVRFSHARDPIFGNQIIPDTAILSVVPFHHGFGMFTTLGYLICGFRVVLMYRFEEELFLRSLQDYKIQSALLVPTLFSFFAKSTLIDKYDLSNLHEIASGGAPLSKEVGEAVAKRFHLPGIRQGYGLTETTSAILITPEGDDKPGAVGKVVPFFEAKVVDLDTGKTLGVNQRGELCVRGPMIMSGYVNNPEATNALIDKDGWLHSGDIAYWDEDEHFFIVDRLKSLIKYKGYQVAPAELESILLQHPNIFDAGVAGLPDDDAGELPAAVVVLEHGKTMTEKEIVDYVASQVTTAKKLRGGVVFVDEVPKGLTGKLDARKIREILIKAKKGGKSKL
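Purified P. pyralis luciferase (10nM final) in 50mM Tris acetate pH 7.5, 10mM Mg acetate, 0.01% Tween-20, 0.05% BSA with 10uM D-luciferin and 10uM ATP. Compounds titrated qHTS. Luminescence imaged on CCD.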
3T3 cytotox – kills NIH 3T3 cells; NIH 3T3 viability, CellTiter-Glo ATP luminescence, 48-72 h; Potency, µM (series often up to 96.7 µM), inactives show at the top dose activity change, negative = cytotoxicity, most hits filed as inhibitors; hit rate 4.3% among 94,000; further: potency means the concentration at half of the fitted maximal effect; nearly all actives have a fitted effect of over 55% in size
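ATP-dependent luminescence (CellTiter-Glo) served as the viability signal for NIH 3T3 cells treated with compound for 48 or 72 hr at 37 °C.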
HEK cytotox – cytotoxic compounds in HEK 293 cells. HEK 293 viability, ATP luminescence (CellTiter-Glo), 48-72 h. Potency, µM (series often up to 115 µM), inactives show top-dose activity change, negative = cytotoxicity, actives largely listed as inhibitors. hit rate 6.6% among 94,000. AID 1345083; further: potency means the concentration at half of the fitted maximal effect; nearly all actives have a fitted effect of over 60% in size
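qHTS cytotoxicity; HEK 293, 250 cells/well; compound pinned; 48 or 72 hr, 37 degree Celsius, 5% CO2, 95% humidity; CellTiter-Glo, 10 min RT; luminescence (ATP).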
SNCA expr inhib – inhibitors of alpha-synuclein (SNCA) gene expression; HEK-293 SNCA-luciferase knock-in, luminescence, 24 h; Potency, µM (top dose mostly 57.2 µM), for the others: at the highest dose activity change, negative = inhibition, actives largely listed as inhibitors; hit rate 0.17% among 140,000; AID 1671194;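 further: potency means the concentration at half of the fitted maximal effect; plate controls were DMSO cells for no effect and cell-free wells for full effect; nearly all actives have a fitted effect of over 45% in size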
IP6K1 inh – blocks human inositol hexakisphosphate kinase 1. activity change, % (series mostly up to about 58 µM). Q92551. AID 1645851. IP6K1 kinase, ADP-Glo luminescence, 2 h; hits give low values. hit rate 0.81% among 140,000; in the data active means activity change below about -25%
Target sequence (Q92551 whole entry, looked up): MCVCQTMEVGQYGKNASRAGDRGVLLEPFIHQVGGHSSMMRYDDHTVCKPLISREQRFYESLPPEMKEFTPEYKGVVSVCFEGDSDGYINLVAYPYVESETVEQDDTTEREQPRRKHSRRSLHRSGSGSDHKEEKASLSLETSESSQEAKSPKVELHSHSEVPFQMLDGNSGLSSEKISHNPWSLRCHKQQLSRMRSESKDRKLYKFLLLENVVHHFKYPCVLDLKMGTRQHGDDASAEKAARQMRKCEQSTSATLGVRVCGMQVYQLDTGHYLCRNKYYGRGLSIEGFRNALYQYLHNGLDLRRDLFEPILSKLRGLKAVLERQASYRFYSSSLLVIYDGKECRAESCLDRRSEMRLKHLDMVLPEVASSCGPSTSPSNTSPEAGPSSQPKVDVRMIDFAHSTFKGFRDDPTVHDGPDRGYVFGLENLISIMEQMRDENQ
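ADP-Glo luminescence measures ADP made by human IP6K1 during a 2 h RT reaction with ATP/IP6 (mix at 1.3 mM/130 uM); top library doses 57.5 and 19.1 uM final.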
SNCA viab count – cell viability loss counter-screen; HEK-293-SNCA-luc viability, GF-AFC fluorescence, 24 h; Potency, µM (titrated, usually from 57.1 µM), for the others: at the top dose activity change, negative = cytotoxicity, hits mostly cytotoxic; hit rate 0.12% among 150,000; AID 1671193;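 further: potency means the concentration at half of the fitted maximal effect; 0% = DMSO-treated cells and -100% = medium-only wells without cells; nearly all actives have a fitted effect of over 30% in size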
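HEK-293-SNCA-luc cells (1500/well) plated 24 h, then exposed 24 h to a dilution series; GF-AFC added 30 min at 37C, fluorescence 405/540 nm; normalised to medium-only and DMSO wells, Hill fit.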
Active calls of the source: *; i = inactive; ? = inconclusive; · = no result given; [ ] = dose if it differs, or a comment. Unless noted, the call rests on the fitted dose curve; in most records, active means well fitted curve in the direction sought with a large enough effect; inconclusive means small, poorly fitted or top-dose-only effect, or another doubt; inactive means no such curve, though single readings can be large; an effect the other way counts as inactive or inconclusive. Unless noted, on the % scale 0 is the no-effect control and ±100 the full control effect.

Molecule	IP6K1 inh	Luciferase inh	3T3 cytotox	GPT2 inh	HEK cytotox	SNCA expr inhib	SNCA viab count
CCC(CC)n1c(=O)n(CCC(N)=O)c2cc(C(=O)O)cnc21	10.5	7.5%	-3.2%	3.2%	-2.1%	12.7%	-0.5%
CCOC(=O)C1CCN(C(=O)C2CCc3nnc(CNC(C)=O)n32)CC1 (configuration not stated)	6.6	·	-8.6%	4.6%	-5.5%	2.8%	-5.3%[12.5 µM]
CC(C)(C)c1ccnc(N[C@H]2CO[C@H]3[C@@H]2OC[C@@H]3NC(=O)c2cccs2)n1	5.1	?	-28.3%[138 µM]	i	?	-13.5%[87.6 µM]	-3.1%[87.6 µM]
O=C(Nc1ccc(F)cc1F)C1CN(S(=O)(=O)c2cccnc2)CC12CCCCC2 (configuration not stated)	1.3	-4.1%	0.8%	i	-3.1%	-13.0%	-16.0%
COc1cc(O)cc(C)c1C(=O)OC1C(CO)OC(OC2C(O)C(O)C(O)C(O)C2O)C(O)C1O (configuration not stated)	8.0	·	·	i	·	·	-10.7%[23.9 µM]
CC(=O)N[C@H]1C[C@@H](Cc2cc(CN(C)c3ccccc3)on2)C1(C)C	11.9	-11.0%[172 µM]	-21.8%[174 µM]	-27.9%[88.5 µM]	79.4µM*	-21.8%[87.6 µM]	2.0%[87.6 µM]
CC(=O)N1CCC(Cc2noc(C3CC3)n2)C1 (configuration not stated)	-11.0	0.0%	-11.9%	4.5%	-4.5%	17.3%	-3.1%
CCCS(=O)(=O)N1C[C@@H](Oc2cccnc2)C[C@@H]1C(=O)NCCOC	10.7	11.3%	-1.2%	i	i	6.4%	-4.0%
C[C@@H]1C(=O)O[C@H]2[C@H]1CC[C@@]1(C)Cc3sc(NC(=O)CCC(=O)O)nc3[C@@H](C)[C@H]21	-13.7	?	-4.1%[174 µM]	i	1.5%[172 µM]	?	0.2%[87.6 µM]
O=C(Nc1ccc2c(N3CCCC3)ncnc2c1)c1c(F)cccc1F	13.4	-16.9%	?	-3.4%	?	35.5%[activator]	-20.7%
CN(C)C[C@@H]1CN(Cc2ccccn2)C[C@H]1NC(=O)c1cc(F)ccc1Cl	11.1	-0.1%	-11.3%	i	?	11.7%	11.0%
O=C(NC1CCCc2c1[nH]c1c(Cl)cccc21)c1ccccn1 (configuration not stated)	-1.2	-1.2%	?	-14.9%	?	12.6%	2.5%
CC(=O)N1CCC(c2nnc3n2C(C(=O)NC2CCCCC2)CC3)CC1 (configuration not stated)	-23.0	·	i	3.1%	i	-10.7%	-5.1%
CCc1nnc(NC(=O)c2nc(S(C)(=O)=O)ncc2Cl)s1	-34.8*	·	·	·	·	?	?
COc1cccc(CN2Cc3cc(NC(=O)Cc4cccs4)ccc3OC(C)C2=O)c1OC (configuration not stated)	-0.5	-12.7%	?	i	?	3.4%	-8.1%
CN1CCN(Cc2nc(C3(O)CCN(C(=O)Nc4ccc(F)cc4)CC3)cs2)CC1	18.9	4.9%[172 µM]	i	-23.3%[88.5 µM]	-1.1%[172 µM]	39.5%[activator][87.6 µM]	-5.2%[87.6 µM]
COc1cccc(CN2C(=O)CCCCC2C(=O)NC2CCS(=O)(=O)C2)c1 (configuration not stated)	45.5	9.0%	i	i	-2.6%	-9.0%	-4.1%
COc1cccc(-c2cc3c(=O)n(CCNC(=O)c4nn(C)c5ccccc45)ccn3n2)c1	-6.9	?	?	i	?	4.2%	-28.0%
COc1ccc(-c2nccc3c(=O)cc(N(C)c4ccccc4)oc23)cn1	-19.5	-12.8%[172 µM]	?	-18.0%[88.5 µM]	?	-16.9%[87.6 µM]	-12.6%[87.6 µM]
CN(C)C[C@@H]1CN(C)C[C@H]1NC(=O)c1ccc(F)cc1F	-1.6	1.7%	-7.7%	-6.3%	-2.4%	2.7%	-1.2%
CCO[C@H]1CN(C(=O)CSc2ccc(Cl)cc2)C[C@@H]1O	-14.7	10.4%	i	?	i	16.4%	-5.5%
Cc1cc(C(=O)N2CCCCCC2c2nnc(C)o2)n(C)n1 (configuration not stated)	10.9	5.2%	-15.8%	i	-33.5%	8.7%	8.3%
COC[C@H]1CCCN1c1nc(CCN)nc2sc(C)c(C)c12	-10.7	2.4%	?	1.7%	?	16.9%	-1.2%
Cc1cccc(OCC(=O)NCc2ccc3c(c2)CCN3C(=O)c2ccccc2)c1	2.7	·	·	·	·	16.0%	-10.5%
CCC(=O)N1CCc2cc(CNS(=O)(=O)c3ccc(CC(C)C)cc3)ccc21	14.0	·	·	·	·	-5.7%	9.2%
COc1cccc(C(=O)c2cn(CC(=O)Nc3cc(Cl)c(OC)cc3OC)c3nc(C)ccc3c2=O)c1	-5.3	·	·	·	·	36.1%[activator]	8.6%
COc1ccc(NC(=O)CSc2nnc(NC(=O)Nc3ccc(OC)cc3)s2)cc1	-8.1	·	·	·	·	139.5%[activator]	0.4%
O=C(NCc1ccccc1Cl)c1cc2n(n1)CC(c1ccc(Cl)cc1)OC2 (configuration not stated)	26.1	2.4%	?	?	?	-21.3%	-0.8%
CN1CCc2nc3sc(C(=O)c4ccc(F)cc4)c(N)c3cc2C1	-6.2	·	·	·	·	107.6%[activator]	-3.3%
CN(C)C(=O)C1CCN(Cc2ccccc2-c2ccccc2F)CC1	19.0	·	?	·	-4.8%	·	·
COc1ccc(F)cc1-c1ccc(CN2CCC(N[S+](=O)([O-])c3cccc(C(F)(F)F)c3)C2)cc1 (configuration not stated)	11.9	·	12.6µM*	·	20µM*	·	·
COc1ccccc1Nc1ccnc(N2CCC(NC(=O)c3ccc(C)cc3)CC2)n1	-5.4	·	39.8µM*	i	?	16.0%	3.8%
Cc1ccc(C2Cn3nnc(C(=O)Nc4ccc(F)c(Cl)c4)c3CO2)cc1 (configuration not stated)	5.7	-3.4%	?	-7.1%	?	1.2%	7.0%
O=C(O)c1ccc(CN2CCC(Cc3cccc(C(=O)O)c3)C2)cc1 (configuration not stated)	-3.0	7.4%	1.7%	-1.1%	i	-16.0%	-10.0%
COc1cccc(CC(=O)N2CCC3(CC2)OC(=O)N(Cc2ccccc2F)C3(C)c2ccccc2)c1 (configuration not stated)	-17.9	-2.3%	25.1µM*	2.2%	?	-23.3%	-13.2%
CCC(=O)N1c2ccccc2CC1C(=O)N1CCN(c2cccc(OC)c2)CC1 (configuration not stated)	11.4	·	·	·	·	-7.6%	-3.3%
Cc1ccc(C)c(N2CCN(c3nc4ccccc4n4c(C)nnc34)CC2)c1	-8.4	·	·	·	·	36.6%[activator]	-3.7%
Cc1cnn(CCC(=O)N2C[C@@H](CO)[C@H](c3ccccn3)C2)c1	7.9	-6.5%	i	?	i	32.0%	-12.6%
O=C(c1ccc2nccnc2c1)N1CCC2(CC1)Nc1ccccc1NC2=O	0.9	-7.2%	-19.6%	?	?	-3.4%	-1.5%
CN(CC1CCOCC1)C(=O)NCCc1ccccc1	37.4	?	i	i	5.5%	76.6%[activator]	0.4%

Reprinted at random: 5 records from the list.
Molecule	IP6K1 inh	Luciferase inh	3T3 cytotox	GPT2 inh	HEK cytotox	SNCA expr inhib	SNCA viab count
CN(CC1CCOCC1)C(=O)NCCc1ccccc1	37.4	?	i	i	5.5%	76.6%[activator]	0.4%
O=C(c1ccc2nccnc2c1)N1CCC2(CC1)Nc1ccccc1NC2=O	0.9	-7.2%	-19.6%	?	?	-3.4%	-1.5%
COc1ccc(F)cc1-c1ccc(CN2CCC(N[S+](=O)([O-])c3cccc(C(F)(F)F)c3)C2)cc1 (configuration not stated)	11.9	·	12.6µM*	·	20µM*	·	·
O=C(O)c1ccc(CN2CCC(Cc3cccc(C(=O)O)c3)C2)cc1 (configuration not stated)	-3.0	7.4%	1.7%	-1.1%	i	-16.0%	-10.0%
CCC(=O)N1c2ccccc2CC1C(=O)N1CCN(c2cccc(OC)c2)CC1 (configuration not stated)	11.4	·	·	·	·	-7.6%	-3.3%

Next part:
Molecule	IP6K1 inh	Luciferase inh	3T3 cytotox	GPT2 inh	HEK cytotox	SNCA expr inhib	SNCA viab count
COc1ccc(C(=O)c2oc3ccccc3c2NC(=O)COc2cccc(C)c2)cc1	-10.6	·	·	·	·	-2.5%	0.7%
COc1ccc(-c2nc(C)c(CCNC(=O)c3cccs3)s2)cc1OC	-10.5	·	·	·	·	51.5%[activator]	-19.3%
Cc1n[nH]c(C)c1CCC(=O)N1CCC(c2nn(C)c(=O)n2C2CCCC2)CC1	-9.8	0.0%	?	i	4.4%	5.0%	5.4%
Cc1ccccc1CCC1CCCN(C(=O)CCc2cnccn2)C1 (configuration not stated)	0.0	-8.4%	-24.2%	0.3%	?	-17.4%	-1.1%
O=C(N1CCN(c2ccccn2)CC1)C1(CCO)CC12CCOCC2 (configuration not stated)	5.9	·	i	i	4.4%	0.0%	7.6%
CCOc1ccc(C(=O)N2CCN(c3cc(-c4ccc(F)cc4)[nH]n3)CC2)cc1OCC	1.9	2.0%	?	0.4%	?	-19.7%	-13.3%
COc1ccccc1CNC(=O)CN1C(=O)CSc2ccc(S(=O)(=O)N3CCCC3)cc21	2.5	·	·	·	·	-6.5%	?
CS(=O)(=O)N(C1CCOCC1)C1CNC1	-2.9	3.2%	3.0%	i	-1.4%	17.6%	9.2%
Cc1ccccc1CNC(=O)c1ccc(-c2nc(CS(=O)(=O)c3ccccc3)c(C)o2)cc1	-6.6	·	·	·	·	32.0%[activator]	-0.8%
COc1ccc(OCC(=O)N2CCN(c3cc(-c4ccccc4)[nH]n3)CC2)cc1	0.5	?	?	i	?	-18.4%	-5.9%
O=C(NCc1ccc(Cl)cc1)c1ccc2nnc(-c3cccc(C(F)(F)F)c3)n2c1	5.5	·	?	i	14.1µM*	?	-20.4%
Cc1ccc(NC(=O)N2CC(c3nnc(-c4ccncc4)o3)C3(CCOCC3)C2)c(C)c1 (configuration not stated)	16.9	-5.5%	-1.5%	i	i	10.8%	8.9%

Source: PubChem
